# High-throughput results from PubChem BioAssay.
# ATXN2 expr inh – Primary qHTS for Inhibitors of ATXN expression. HEK-293 ATXN2-luciferase reporter, luminescence, 24 h. Potency, µM (series often up to 57 µM), without a hit: top-dose activity change, negative = inhibition, most hits filed as inhibitors. AID 1745845, 2022. 360,000 tested, 0.72% active; further: potency means the concentration at half of the fitted maximal effect; on the % scale 0 is the no-effect control and ±100 the full control effect; nearly all actives have a fitted effect of over 55% in size
#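 qHTS (up to 57 uM final) was run with 24 h compound exposure of reporter cells at 37 °C. Each well was multiplexed: SteadyGlo luminescence measured ATXN2-luciferase expression after a fluorogenic Gly-Phe-AFC viability readout (25 uM final).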
# IL1B secr inh – qHTS for Inhibitors of Inflammasome Signaling: IL-1-beta AlphaLISA Primary Screen | activity change, % at 57.5 µM | AID 743279, 2014 | 360,000 tested, 4.7% active | THP-1 LPS/ATP IL-1B secretion, AlphaLISA, 16 h; stronger effect = lower value; in the data active means activity change below about -50%; inconclusive means mostly about -30% to -49%; further: on the % scale 0 is the no-effect control and ±100 the full control effect
#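 Secreted IL-1B measured by AlphaLISA bead assay after 16 h compound exposure of THP-1 cells; compounds (final up to 57.5 uM) added 1 h before LPS (250 ng/mL) and ATP (1.25 mM) stimulation; lower signal means less secretion.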
# SW480 rerep – A quantitative high throughput screen for small molecules that induce DNA re-replication in SW480 colon adenocarcinoma cells; Potency, µM (top dose mostly 46.1 µM), inactives show at the top dose re-replication activation, most hits filed as activators; SW480 DNA re-replication, Hoechst DNA content imaging, 48 h; 340,000 tested, 1.8% active; further: potency means the concentration at half of the fitted maximal effect; % of control where 0% means no effect; nearly all actives have a fitted effect of over 55% in size
#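 250 cells/well; 23 nL cpd via pin tool; 48 hr, 37 C, 5% CO2; Hoechst 40 min; imager read of total nuclear intensity, ex 405/em 500-530 nm.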
# MCF10A rereplic – A quantitative high throughput screen for small molecules that induce DNA re-replication in MCF 10a normal breast cells; MCF 10A DNA re-replication, Hoechst nuclear intensity, 48 h; Potency, µM (titrated, usually from 46.1 µM), for inactives: top-dose activity, positive = re-replication, actives largely listed as activators; 350,000 tested, 2.9% active; AID 624296, 2012; further: potency means the concentration at half of the fitted maximal effect; % of control where 0% means no effect; nearly all actives have a fitted effect of over 50% in size
# HT1080NT lethal – qHTS for induction of synthetic lethality in tumor cells producing 2HG: qHTS for the HT-1080-NT fibrosarcoma cell line; HT-1080-NT fibrosarcoma viability, CellTiter-Glo ATP luminescence, 48 h; Potency, µM (top dose mostly 46.1 µM), without a hit: at the top dose activity, negative = less viability, hits mostly cytotoxic; 360,000 tested, 1.6% active; AID 686970, 2013;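 further: NT is the 2HG producing partner of a matched IDH1 knockdown line; potency means the concentration at half of the fitted maximal effect; 0% = DMSO-treated cells and -100% = media-only wells without cells; nearly all actives have a fitted effect of over 55% in size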
#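 Viability of the 2HG-overproducing fibrosarcoma line after 48 hours of compound exposure at 37 degrees C was determined by luminescence with CellTiter-Glo, and concentration-effect curves were then fitted and categorized.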
# KB-V1 cytotox – qHTS assay for MDR1-selective chemotherapeutics: Primary screen using the drug-selected MDR subline cells KB-V1. KB-V1 MDR cells viability, CellTiter-Glo, 72 h. 400,000 tested, 3.4% active. AID 1347076, 2019. Potency, µM (doses to about 46.1 µM), for inactives: at the top dose activity change, negative = cytotoxicity, actives largely listed as cytotoxic; further: potency means the concentration at half of the fitted maximal effect; on the % scale 0 is the no-effect control and ±100 the full control effect; nearly all actives have a fitted effect of over 60% in size
#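 Cells of the MDR subline KB-V1 are plated, dosed with compound at multiple concentrations, and incubated 72 h at 37 degrees C; CellTiter-Glo is then added and luminescence read after 10 min.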
# ATXN viability – Viability Counterscreen for Primary qHTS for Inhibitors of ATXN expression. S2 cells (HEK-293 line with an ATXN2-luciferase reporter) viability, CellTiter-Fluor protease fluorescence, 24 h. Potency, µM (titrated, usually from 56.7 µM), most hits filed as cytotoxic. 400,000 tested, 0.49% active; further: potency means the concentration at half of the fitted maximal effect; nearly all actives have a fitted effect of over 40% in size
# HT1080 IDH1KD tx – qHTS for induction of synthetic lethality in tumor cells producing 2HG: qHTS for the HT-1080-IDH1KD cell line | HT-1080 IDH1 knockdown viability, ATP luminescence, 48 h | Potency, µM (top dose mostly 46.1 µM), for inactives: at the top dose activity, negative = toxicity, hits mostly cytotoxic | 360,000 tested, 2% active | AID 686971, 2013;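 further: potency means the concentration at half of the fitted maximal effect; 0% = DMSO wells and -100% = cell-free medium wells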
#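 Viability of IDH1-knockdown HT-1080 fibrosarcoma cells was assessed by CellTiter-Glo after 48 h at 37 °C with titrated compound; concentration-effect curves were classified by fit quality and response size.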
# KB-3-1 cytotox – qHTS assay for MDR1-selective chemotherapeutics: Primary screen using the parental adenocarcinoma cell KB-3-1; AID 1347075, 2019; KB-3-1 viability, CellTiter-Glo ATP luminescence, 72 h; Potency, µM (doses to about 46.1 µM), inactives show top-dose activity change, negative = cytotoxic, most hits filed as cytotoxic; 400,000 tested, 1.4% active; further: potency means the concentration at half of the fitted maximal effect; on the % scale 0 is the no-effect control and ±100 the full control effect; nearly all actives have a fitted effect of over 60% in size
#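 72 h, 37 °C compound treatment of KB-3-1 parental cells; CellTiter-Glo added, 10 min, luminescence read. Data corrected against DMSO-only plates and normalized before curve fitting.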
# Active calls of the source: *; i = inactive; ? = inconclusive; / = not tested or not shown; & = joins results of further samples; [ ] = remark or other dose. Unless noted, the call rests on the fitted dose curve; in most records, active means well fitted curve in the direction sought with a large enough effect; inconclusive means small, poorly fitted or top-dose-only effect, or another doubt; inactive means no such curve, though single readings can be large; an effect the other way counts as inactive or inconclusive.
Molecule	ATXN2 expr inh	IL1B secr inh	SW480 rerep	MCF10A rereplic	HT1080NT lethal	KB-V1 cytotox	ATXN viability	HT1080 IDH1KD tx	KB-3-1 cytotox
Cc1cccn2c(=O)c(C=O)c(N3CCN(c4ccc(F)cc4)CC3)nc12	-35%	17	5%	9%	2%	-7%	?	3%	2%
Cn1cc(C(=O)C(=O)N2CCCC2)c2ccccc21	?	-13	-5%	2%	?	22%	i	12%	13%
O=C(NCc1ccc(Cl)cc1)c1ccc(S(=O)(=O)N2CCCCC2)cc1	/	7	-4%	11%	-2%	-3%	i	0%	7%
COc1ccc(S(=O)(=O)N2CCCC(C(=O)NCc3ccc4c(c3)OCO4)C2)cc1 (stereo not drawn)	-7%	-25	-7%	0%	9%	3%	i	7%	0%
Cc1ccc(-c2nnn(CC(=O)N(CC(=O)NC3CCCCC3)c3cccc(F)c3)n2)o1	-10%	3	1%	0%	-7%	?	i	-10%	?
CC[N+](C)(C)CCN(Cc1ccc(Cl)cc1)c1ccccn1	0%	-7	-6%	11%	-15%	25%	i	-4%	-13%
Cc1ccc(-n2c(SCC(=O)NCC3CCCO3)nc3c(c2=O)SCC3)cc1 (stereo not drawn)	-44%	-11	2%	0%	-5%	1%	i	-3%	14%
Cc1cccc(C)c1NC(=O)C1(NC(=O)C2CCC(=O)N2)CCCCC1 (stereo not drawn)	2%	8	-6%	-7%	17%	20%	i	16%	1%
Cc1ccc(NC(=S)NCc2ccc(Cl)cc2)c(OC(F)F)c1	-10%	i	-3%	2%	1%	?	i	-11%	-4%
COc1ccc2c(c1)CCc1c(C(=O)Nc3ccn(Cc4ccc(C)cc4)n3)noc1-2	10µM*	-9	16%	?	-29%[9.24 µM]	-14%	18µM*	-8%	-1%
O=C(NC(=S)N1CCN(c2ccc([N+](=O)[O-])cc2)CC1)c1ccccc1F	-13%	-10	-2%	10%	5%	21µM*	i	23%	-1%
CCCCCCn1nc(C(=O)Nc2nc3c(s2)CCCC3)c2ccccc2c1=O	-3%	20	-5%	?	6%	-6%	i	11%	-29%
C[C@H](CO)N1C[C@H](C)[C@@H](CN(C)S(=O)(=O)c2ccccc2)Oc2c(NC(=O)Nc3ccc4c(c3)OCO4)cccc2C1=O	2%	-61*	-1%	2%	1%	0%	?	-4%	0%
CC(C)(C)C(=O)Nc1cccc(-c2nnc(-c3cccc(NC(=O)C(C)(C)C)c3)o2)c1	-14%	35	-3%	6%	-3%	-14%	i	-2%	-3%
CC1CCCCN1C(=S)NCc1ccccc1 (stereo not drawn)	7%	23	-4%	-3%	16%	-11%	i	29%	-9%
COc1cccc(NC(=O)CSc2nc(O)c(C/C=C/c3ccccc3)c(=O)[nH]2)c1	-7%	/	/	/	/	5%	i	/	5%
CC(C)(C)OC(=O)N1CC=C2C(C#N)=C(N)C(C#N)(C#N)C(c3cccs3)C2C1 (stereo not drawn)	-11%	-21	7%	?	-28%	9.2µM*	?	-24%	-28%
CC1(C)OC2OC(C(=O)N/N=C/c3cc(Br)ccc3O)C3OC(C)(C)OC3C2O1 (stereo not drawn)	?	0	16µM*	?	-19%	9.2µM*	i	?	-20%
COc1ccc(C2CC(c3ccccc3)Nc3nc(NC(=O)c4ccco4)nn32)cc1 (stereo not drawn)	6%	-3	-2%	-7%	1%	1%	i	-10%	9%
COC(=O)c1ccc(Cn2cnc3c(sc4nc(N5CCOCC5)c5c(c43)CCCC5)c2=O)o1	?	2	-5%	14%	10%	2%	i	6%	10%

# In the list so far, these contain a tert-butyl group.
Molecule	ATXN2 expr inh	IL1B secr inh	SW480 rerep	MCF10A rereplic	HT1080NT lethal	KB-V1 cytotox	ATXN viability	HT1080 IDH1KD tx	KB-3-1 cytotox
CC(C)(C)C(=O)Nc1cccc(-c2nnc(-c3cccc(NC(=O)C(C)(C)C)c3)o2)c1	-14%	35	-3%	6%	-3%	-14%	i	-2%	-3%
CC(C)(C)OC(=O)N1CC=C2C(C#N)=C(N)C(C#N)(C#N)C(c3cccs3)C2C1 (stereo not drawn)	-11%	-21	7%	?	-28%	9.2µM*	?	-24%	-28%

# Next results follow.
Molecule	ATXN2 expr inh	IL1B secr inh	SW480 rerep	MCF10A rereplic	HT1080NT lethal	KB-V1 cytotox	ATXN viability	HT1080 IDH1KD tx	KB-3-1 cytotox
COc1ccccc1CN(Cc1nc2ccccc2c(=O)[nH]1)C(=O)Nc1ccc(C)cc1	46%[activator]	-4	1%	2%	0%	21µM*	i	-23%	3%
O=C(C[C@H]1C(=O)N(C2CCCCC2)C[C@@H]1c1ccccc1)Nc1ccc(Br)cc1	-8%	14	/	/	-1%	?	i	0%	8%
CC1CN(C(=O)CCC(=O)NCCCN2CCN(Cc3ccccc3)CC2)c2cc(Cl)ccc2O1 (stereo not drawn)	-26%	-22	4%	-3%	-11%	0%	i	-2%	-13%
O=C(c1ccccc1Cl)N1CCc2ccccc2C1	5%	-10	-7%	5%	-1%	-25%	i	-6%	-3%
Cc1nc2ccccc2c(=O)n1CCN1CCOCC1	1%	16	-4%	-3%	12%	-9%	i	5%	9%
NNC(=O)COc1ccccc1[N+](=O)[O-]	/	-3	-49%[inhibitor]	0%	10%	12%	i	-1%	2%
Cc1ccc(-c2cc(C(=O)NCC(c3ccccc3)N(C)C)c3ccccc3n2)o1 (stereo not drawn)	0%	-28	26µM*	?	1%	-8%	i	-9%	-2%
COc1ccccc1C1=NC(c2ccccc2)CN1c1ccccc1 (stereo not drawn)	-15%	6	6.5µM*	5.2µM*	-1%	-1%	/	-14%	3%
COc1cccc2c(=O)n(CC(=O)N3CCCCC3)ccc12	-20%	-12	-10%	0%	12%	0%	?	10%	21%
COc1ccc(CN(C(=O)COc2ccc(C)c(C)c2)C2CCS(=O)(=O)C2)cc1OC (stereo not drawn)	-26%	-17	1%	0%	-11%	-5%	/	-1%	2%
CC(C)CCC(C)N=Cc1c(O)n(Cc2ccccc2)c(=O)c2ccccc12 (stereo not drawn)	0%	-5	9%	6%	-8%	-4%	i	-7%	-4%
CCCCNC(=S)N1CCN(c2nc3ccccc3s2)CC1	-25%	?	-23%	-4%	-23%	-13%	i	-1%	3%
CCOC(=O)c1c(/N=C/c2cccc([N+](=O)[O-])c2O)sc2c1CCC2	-2%	19	?	14%	-7%	19%	i	-18%	6%
Cc1cc(-c2cc(C)c(N)cc2C)c(C)cc1N	0%	23	18µM*	127%	?	0%	i	?	0%
COCCNC(=O)C(c1cccnc1)N(Cc1ccc(C)cc1)C(=O)Cn1nnc2ccccc21 (stereo not drawn)	7%	-18	4%	6%	-6%	?	i	17%	7%
O=C(CCNS(=O)(=O)c1ccc2[nH]c(=O)oc2c1)NCc1ccc(F)cc1	10%	-20	1%	-1%	-1%	11%	i	-1%	-22%
CS(=O)(=O)c1ccccc1C(=O)Nc1ccc2sccc2c1	/	7	-15%	3%	0%	-1%	?	11%	-1%
COC(=O)C1C(O)=C(C=Nc2ccccc2)C(=O)CC1(C)C (stereo not drawn)	-1%	6	6%	-10%	-23%	4%	i	-2%	9%
O=C(C[C@@H]1C/C=C\C[C@H](NC(=O)OCC2c3ccccc3-c3ccccc32)C(=O)OC[C@@H]2CCCN2C1=O)N[C@H](CO)Cc1ccccc1	-15%	28	4%	22%	3%	25%	i	12%	-4%
O=C(O)c1ccc(NC2OC[C@@H](O)[C@H](O)[C@H]2O)cc1 (stereo partly drawn)	0%	14	-15%	-33%	10%	8%	i	-16%	0%
Cn1nnnc1SCC(=O)Nc1ccccc1Cc1ccccc1	5%	-18	-1%	?	17%	-3%	i	9%	6%
Cc1ccc(C(=O)Nc2ccc(S(=O)(=O)O)c3cc(S(=O)(=O)O)cc(S(=O)(=O)O)c23)cc1NC(=O)c1cccc(NC(=O)Nc2cccc(C(=O)Nc3cc(C(=O)Nc4ccc(S(=O)(=O)O)c5cc(S(=O)(=O)O)cc(S(=O)(=O)O)c45)ccc3C)c2)c1	1%&-17%	/	-2%	-16%	/	14%	i	/	21%
Cc1cc(OC(C)C)c2c(-c3ccccc3)cc(=O)oc2c1	7%	44	-4%	11%	-6%	?	i	1%[9.24 µM]	0%
CC(C)Cn1c(N)c(C(=O)CSc2nnc(-c3ccco3)n2C)c(=O)n(C)c1=O	7%	0	?	21%	1%[9.24 µM]	0%	i	-2%	9%
Cc1ccccc1CN1CCCN(CC(=O)Nc2c(C)cccc2C)S1(=O)=O	-1%	/	/	/	/	-18%	i	/	5%
COc1ccc(C(=O)Cc2cc(OC)c(OC)cc2[N+](=O)[O-])cc1	0%	-1	0%	-3%	-15%	8%	i	-11%	-10%
COc1ccc(Cl)cc1NC(=O)CN(C)C(=O)c1cc2ccccc2cc1O	-6%	-5	1%	10%	-11%	-25%	i	-20%	-6%
O=C(Cc1ccccc1)OCC(=O)c1cccc([N+](=O)[O-])c1	-3%	28	21%	-2%	3%	20%	i	4%	25%
CCCCNC(=O)CSc1nc2ccccc2c(=O)n1C1CCCC1	3%	-27	3%	8%	5%	?	i	3%	9%
C=CCOC(=O)COc1ccc2c(C)c(C)c(=O)oc2c1C	4%	13	-5%	-1%	8%	7%	i	3%	21%
COc1cc2c(=O)c(S(=O)(=O)c3ccc(F)cc3)cn(Cc3ccccc3C)c2cc1OC	-16%	/	/	/	/	1%	?	/	-1%
Cc1c(-c2ccc(F)cc2)nc(N)c(C#N)c1-c1cccs1	-16%	21	-4%	8%	-4%	1%	i	1%	-3%
